Bioassay records (PubChem BioAssay)
influenza NS1A: H1N1 influenza NS1A inhibitors, functional cell based assay (AID 504329); NS1A functional cell-based assay, percent inhibition; higher % means a stronger effect; inhibition, % at 12.5 µM, or IC50 in µM where a hit was titrated; 340,000 compounds, 0.3% hits; in the data active = a potency from the dose series; inconclusive = inhibition above about 27% without an active follow-up result; also: strong numbers were not always called active
M. tuberculosis HTS: M. tuberculosis growth inhibition, HTS (AID 449762); M. tuberculosis H37Rv growth inhibition, 7H9 media; higher % means a stronger effect; inhibition, % at 25 µM, or IC50 in µM where a hit was titrated; 330,000 compounds, 0.59% hits; in the data active = a potency from the dose series; inconclusive = inhibition above about 70% without an active follow-up result;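 also: bacterial growth assessed after seven days of incubation; strong numbers were not always called active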
VEEV TC-83 Vero: inhibitors of VEEV TC-83 cytopathic effect, confirmation, Vero cells (AID 588727). Vero cells, VEEV TC-83 cytopathic effect inhibition; higher % means a stronger effect. inhibition, % at 20 µM; hits with a dose series show IC50 in µM. 350,000 compounds, 0.13% hits; in the data active = a potency from the dose series; inconclusive = inhibition mostly from about 14% at the one dose, without a potency; inactive = the rest, 99 in 100 with inhibition below about 12%; also: strong numbers were not always called active
PhoP GFP inhibition: PhoP regulon inhibitors, Salmonella typhi PhoP promoter GFP reporter, confirmatory (AID 1850); Salmonella Typhi PhoP-promoter GFP reporter, fluorescence, 4 h; higher % means a stronger effect; 310,000 compounds, 0.33% hits; inhibition, % at 50 µM, or IC50 in µM where a hit was titrated; in the data active = a potency from the dose series; inconclusive = inhibition mostly from about 25% at the one dose, without a potency; inactive = the rest, 99 in 100 with inhibition below about 19%;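 also: 0% = induced wells with vehicle and 100% = uninduced wells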
tuberculosis growth: growth inhibition of non-replicating M. tuberculosis (AID 488890). Mycobacterium tuberculosis non-replicating, growth inhibition; higher % means a stronger effect. inhibition, % at 25 µM; hits with a dose series show IC50 in µM. 320,000 compounds, 0.39% hits; in the data active = a potency from the dose series; inconclusive = inhibition mostly from about 82% at the one dose, without a potency; inactive = the rest, 99 in 100 with inhibition below about 76%;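 also: plate controls were DMSO cells for no effect and high antibiotic wells for full effect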
VEEV TC-83 Vero 10K pilot screen: second read-out of VEEV TC-83 Vero, no call of its own (marks repeat the call); inhibition, %; measured here: 10K pilot screen inhibition
An asterisk follows results filed as active; i = inactive; ? = inconclusive; . = no result given.

SMILES | influenza NS1A | M. tuberculosis HTS | VEEV TC-83 Vero | PhoP GFP inhibition | tuberculosis growth | others
CCOC(=O)C(=O)Nc1ccccc1C(=O)Nc1ccc(OC)cc1 | -5% | -3% | 1.5% | 0% | 9%
CCc1ccc(OCCSc2nc3ccccc3n2CC(=O)O)cc1 | -11% | 8% | 1.1% | -2% | 0%
O=C(CSc1nnc2c(n1)[nH]c1ccccc12)N1CCCCC1 | 4% | 3% | 1.8% | 5% | -3%
Cc1ccc2nc(SCC(=O)NCC3CCCO3)c(C#N)cc2c1 (centres undefined) | 1% | 10% | 2.1% | 17% | -3%
COc1ccc(OCc2cc(C(=O)N3CCCN(C(C)=O)CC3)no2)c(Cl)c1 | 1% | 3% | 1.0% | 0% | -8%
CNC(=O)/C(C#N)=C/c1cn(CC(=O)OC)c2ccccc12 | 0% | -10% | 0.7% | 2% | -12%
COC(=O)c1cc(OC)c(OC)cc1NC(=O)CN1CCCCC1 | -4% | -6% | 0.7% | 7% | 0%
Cn1c(=O)c2c(ncn2CC(=O)N/N=C/C=C/c2ccccc2)n(C)c1=O | 3% | -3% | 0.2% | -7% | -6%
CC1CCCC(C)N1S(=O)(=O)c1ccc(Cl)cc1 (centres undefined) | -2% | -10% | 5.3% | 1% | 23%
COc1ccc(S(=O)(=O)N[C@@H](C)C(=O)OCC(=O)Nc2cc3oc4ccccc4c3cc2OC)cc1 | -3% | -1% | 0.9% | -4% | 12%
CCOC(=O)Nc1nnc(Cc2ccc(Cl)c(Cl)c2)s1 | -2% | 2% | i | 12% | 12%
Cc1ccc2nsnc2c1S(=O)(=O)N(Cc1cc2cccc(C)c2[nH]c1=O)CC1CCCO1 (centres undefined) | 2% | 2% | i | 6% | 13%
CCOC(=O)C1CCN(C(=O)c2cc3c(=O)n4ccccc4nc3s2)CC1 | -8% | -19% | 2.5% | -7% | -4%
N#Cc1c(N)nc2c(c1-c1cccc(O)c1)CCCCCC2 | 8% | -22% | 0.1% | -7% | 19%
CCOC(=O)C1(CCc2ccccc2)CCN(C(=O)C2CCOCC2)CC1 | 6% | -4% | 0.6% | -4% | 26%
O=C(Cc1ccc(F)cc1)N(c1ccc(F)cc1)C1C=CS(=O)(=O)C1 (centres undefined) | 3% | 2% | 0.1% | 1% | 9%
CCN(C(=O)CSc1ncn[nH]1)c1cccc2ccccc12 | -15% | -6% | 0.0% | -12% | -5%
N#CC1=C(SCc2ccccc2)NC(=O)C(C#N)C12CCCC2 (centres undefined) | -2% | 1% | 1.0% | 4% | 27%
COc1cc([N+](=O)[O-])cc(/C=N/NC(=O)C(O)(c2ccccc2)c2ccccc2)c1O | -2% | 16% | 1.1% | 107µM* | 5%
COc1ccc2c(c1)[C@H]1[C@H](CO2)[C@H](c2ccccc2)[C@]2(C)C(=O)Nc3cc(Cl)ccc3C(=O)N12 | -5% | ? | 0.5% | -8% | 54%

Already shown: 14 of the compounds above.
SMILES | influenza NS1A | M. tuberculosis HTS | VEEV TC-83 Vero | PhoP GFP inhibition | tuberculosis growth | others
COC(=O)c1cc(OC)c(OC)cc1NC(=O)CN1CCCCC1 | -4% | -6% | 0.7% | 7% | 0%
Cn1c(=O)c2c(ncn2CC(=O)N/N=C/C=C/c2ccccc2)n(C)c1=O | 3% | -3% | 0.2% | -7% | -6%
CC1CCCC(C)N1S(=O)(=O)c1ccc(Cl)cc1 (centres undefined) | -2% | -10% | 5.3% | 1% | 23%
COc1ccc(S(=O)(=O)N[C@@H](C)C(=O)OCC(=O)Nc2cc3oc4ccccc4c3cc2OC)cc1 | -3% | -1% | 0.9% | -4% | 12%
CCOC(=O)Nc1nnc(Cc2ccc(Cl)c(Cl)c2)s1 | -2% | 2% | i | 12% | 12%
Cc1ccc2nsnc2c1S(=O)(=O)N(Cc1cc2cccc(C)c2[nH]c1=O)CC1CCCO1 (centres undefined) | 2% | 2% | i | 6% | 13%
CCOC(=O)C1CCN(C(=O)c2cc3c(=O)n4ccccc4nc3s2)CC1 | -8% | -19% | 2.5% | -7% | -4%
N#Cc1c(N)nc2c(c1-c1cccc(O)c1)CCCCCC2 | 8% | -22% | 0.1% | -7% | 19%
CCOC(=O)C1(CCc2ccccc2)CCN(C(=O)C2CCOCC2)CC1 | 6% | -4% | 0.6% | -4% | 26%
O=C(Cc1ccc(F)cc1)N(c1ccc(F)cc1)C1C=CS(=O)(=O)C1 (centres undefined) | 3% | 2% | 0.1% | 1% | 9%
CCN(C(=O)CSc1ncn[nH]1)c1cccc2ccccc12 | -15% | -6% | 0.0% | -12% | -5%
N#CC1=C(SCc2ccccc2)NC(=O)C(C#N)C12CCCC2 (centres undefined) | -2% | 1% | 1.0% | 4% | 27%
COc1cc([N+](=O)[O-])cc(/C=N/NC(=O)C(O)(c2ccccc2)c2ccccc2)c1O | -2% | 16% | 1.1% | 107µM* | 5%
COc1ccc2c(c1)[C@H]1[C@H](CO2)[C@H](c2ccccc2)[C@]2(C)C(=O)Nc3cc(Cl)ccc3C(=O)N12 | -5% | ? | 0.5% | -8% | 54%

(continued)
SMILES | influenza NS1A | M. tuberculosis HTS | VEEV TC-83 Vero | PhoP GFP inhibition | tuberculosis growth | others
C#CCn1cc(/C=N/NC(=O)c2cc3ccccc3o2)c2ccccc21 | -5% | -2% | 2.4% | 3% | 2%
O=C(c1cc(Cl)nc2ccccc12)N(Cc1nnc(-c2ccccc2Cl)o1)C1CC1 | -7% | -7% | 8.4% | -1% | 6%
CN1CCN(C2CC(=O)N(Cc3ccc(N4CCCC4=O)cc3)C2=O)CC1 (centres undefined) | 4% | -4% | i | -10% | -4%
CN(C)c1nc(SCc2ccccc2Cl)nc2c1CCCC2 | 9% | 20% | 0.7% | -6% | 12%
CC(=O)CCc1oc2ccc([N+](=O)[O-])cc2c1-c1ccc(C)o1 | -9% | 6% | i | -4% | 26%
O=C(c1nnc(-c2ccccc2)o1)C1CC1 | -3% | 7% | i | 13% | 49%
O=C(COC(=O)CCC1CCCC1)NCc1ccc(Cl)cc1 | 3% | 0% | i | -20% | 32%
COc1ccc(C(=O)N2CCN(c3ccc([N+](=O)[O-])c(NCCc4ccc(OC)c(OC)c4)c3)CC2)cc1 | 1% | 3% | 2.0% | 0% | -10%
Cc1ccc2ncc(S(=O)(=O)c3ccccc3)c(N3CCCCC3C)c2c1 (centres undefined) | 1% | -7% | 6.8% | . | 34%
CN(C)c1ccc(N=Cc2nc(-c3ccccc3)oc2OC(=O)c2cccc(Cl)c2)cc1 | 1% | -3% | 8.2% | -7% | 8%
O=C(CC(=O)Nc1ccc(F)cc1)Nc1ccc(F)cc1 | -5% | 4% | i | -1% | 12%
COc1cccc(NC(=O)CN(C)C(=O)c2cccc(NS(=O)(=O)c3ccc(Br)cc3)c2)c1 | -4% | . | 3.4% | . | .
Cc1c(N=C/C=C2\N(C)c3ccccc3C2(C)C)c(=O)n(-c2ccccc2)n1C | 1% | 2% | 0.3% | 6% | 13%
COc1ccc(C(=O)c2ccc(Cl)cc2)c(OC)c1OC | -9% | . | 0.2% | . | .
O=C(Nc1cccc(S(=O)(=O)N2CCCC2)c1)c1cc(S(=O)(=O)N2CCOCC2)ccc1F | -12% | 3% | 8.3% | 6% | 6%
Cc1cc(C)c2cc(C#N)c(N3CCCN(C(=O)c4cnccn4)CC3)nc2c1 | 6% | 1% | 0.3% | 2% | -6%
C[C@@H]1CCC[C@]2(O[C@@H](CCO)C[C@H](O)[C@H]2O)O1 | -6% | 21% | 2.1% | 23% | 0%
CCOC(=O)c1cc(-c2ccccc2)sc1NC(=O)C(C)Sc1nnnn1C (centres undefined) | 0% | 17% | 3.9% | -5% | 54%
COc1ccc(/C=C(\NC(=O)/C=C/c2ccco2)C(=O)NCCc2nc3ccccc3[nH]2)cc1 | 1% | ? | 2.4% | -3% | 42%
CN(C(=O)COC(=O)c1ccc2ccccc2n1)c1ccccc1 | 7% | 50% | 0.9% | . | 76%
Cc1cc2nc3c(nc2cc1C)C(O)=C3O | -14% | 5% | 4.1% | 0% | -15%
CC(C)C(=O)Nc1nnc(CCc2ccccc2)s1 | -6% | 10% | i | -7% | 30%
CCOC(=O)N1CCN(C(=O)c2ccc(CS(=O)(=O)c3ccc(OC)cc3)o2)CC1 | -8% | -2% | 4.0% | -21% | -3%
O=C(N/N=C/c1ccco1)c1cc(-c2ccccc2)n[nH]1 | 3% | 16% | i | 11% | 41% | VEEV TC-83 Vero 10K pilot screen=4.6
CCOc1ccccc1N(CC(=O)NCCc1ccc(OC)c(OC)c1)S(=O)(=O)c1ccccc1 | -6% | 4% | 2.5% | 6% | 23%
CN(C)CCCNc1cn[nH]c(=O)c1Cl | -2% | -5% | i | -5% | -5%
Cn1c(SCC(=O)c2ccccc2)nnc1C1COc2ccccc2O1 (centres undefined) | -4% | -2% | 1.7% | -8% | -1%
O=C(C1CCN(S(=O)(=O)c2ccc(-n3cnnn3)cc2)CC1)N1CCCCC1 | 4% | 6% | 2.5% | 11% | -12%
COc1ccc(C(C)=O)cc1CN1CCCCC1 | -9% | -9% | i | -4% | 0%
CCOc1ccc(N(CC(=O)N2CCCC2)S(=O)(=O)c2c(C)noc2C)cc1 | -6% | -4% | 0.1% | -9% | .
CCc1ccc(-c2nn(-c3ccccc3)cc2CSC(=N)N)cc1 | . | 18µM* | . | 33µM* | ?
CSc1cccc(NCc2ccc([N+](=O)[O-])cc2)c1 | 1% | 40% | 0.8% | -3% | 3%
COc1cccc(NC(=O)N(CCN(C)C)C(C)c2cccnc2)c1 (centres undefined) | 10% | 3% | i | 2% | -9%
Cc1c(C(=O)N2CCN(c3ccccc3)CC2)sc2nc3n(c(=O)c12)CCC3 | 4% | 3% | 2.9% | -3% | 4%
Cc1nc(=O)c(-c2ccccc2)c(C)n1-c1ccc(Br)cc1 | . | -15% | 1.7% | 5% | -11%
Cc1ccc(NCc2ccc([N+](=O)[O-])s2)cc1 | 2% | 0% | 0.1% | 6% | 71%
Cc1nc(N2CCCCC2)c2sc(=S)n(C)c2n1 | 6% | -2% | 0.6% | -6% | 15%
O=C(N/C(=C\c1ccc([N+](=O)[O-])cc1)C(=O)N1CCCCC1)c1ccccc1 | -3% | 4% | 3.5% | -8% | 7%
COc1ccc([C@H]2CC(=O)C=C(c3ccccc3-c3ccccc3)C2)cc1 | 1% | 3% | 0.6% | . | -9% | VEEV TC-83 Vero 10K pilot screen=0.6
Cc1ccccc1C(=O)NNC(=O)/C=C/c1ccccc1 | -2% | 7% | 0.2% | -4% | 26%
Cc1ccc(N2C(=O)NC(=O)/C(=C\c3cnc(-c4ccccc4)nc3)C2=O)cc1 | -5% | -3% | 0.6% | -5% | 63%
COc1ccc(C(=O)NNC(=O)CN2CCC(n3nnc4cc(C)ccc43)CC2)cc1 | -5% | -2% | i | -4% | 9%
CC1CCN(S(=O)(=O)c2ccc(NC(=O)CN3CCCC3)cc2)CC1 | 5% | -5% | 0.9% | 16% | 1%
CC(C)c1nnc(NC(=O)C2CCCN2C(=O)Nc2cccc(Cl)c2)s1 (centres undefined) | 4% | 2% | 1.8% | -4% | -11%
COc1ccc(Cl)cc1NC(=O)COC(=O)c1cc(NS(=O)(=O)c2cccs2)ccc1O | 1% | 14% | 0.5% | -5% | 10%
COc1ccc(/C=N/OC/C(O)=C(\C#N)c2nc3ccccc3[nH]2)cc1OC | -8% | -1% | 1.4% | -7% | -6%
C=CCOC(=O)C1=C[C@H](c2cn(C(C)=O)c3ccccc23)[C@@H](CCCO)[C@H](OCC)O1 | 6% | 8% | 11% | 12% | -15%
CC(C)OC(=O)C1C(=O)CC(C)(O)C(C(=O)OC(C)C)C1c1cccnc1 (centres undefined) | -2% | -11% | i | 11% | -2%
Cc1nn2c(NC(C)C)c3c(nc2c1-c1ccccc1)CCC3 | -12% | 10% | i | 5% | 20%
Clc1nc(-c2ccccc2)ncc1Oc1ccccc1 | . | -5% | 0.5% | -18% | 0%
Cn1c(CNC(=O)c2ccco2)nnc1SCC(=O)Nc1cccc(F)c1 | 12% | 2% | i | -7% | 0%
Cc1cccnc1NC(=O)Nc1cccc(C(F)(F)F)c1 | -8% | -13% | 4.8% | 1% | -7%
Cc1csc(=O)n1CCC(=O)OC(C)C(=O)Nc1ccc(N2CCOCC2)cc1 (centres undefined) | -9% | -13% | 0.9% | . | 1%
c1cc2c(cc1-c1cnc3n1CCC3)OCCO2 | 1% | 6% | i | 3% | 8%
CCOC(=O)Cc1c(Sc2ccccc2)c2cc(C)ccc2n1C | -11% | 6% | 0.0% | -5% | 13%

Rows are unselected; any-hit rate near 1.5%.
